ALDH1A1 block – qHTS Assay for Inhibitors of Aldehyde Dehydrogenase 1 (ALDH1A1) | Aldehyde dehydrogenase 1A1 (Homo sapiens), P00352 | Purified ALDH1A1, NADH fluorescence, propionaldehyde substrate | Potency, µM (series often up to 75.3 µM), for inactives: at the highest dose activity, negative = inhibition, actives largely listed as inhibitors | 220,000 compounds, 7.3% hits; active = well fitted inhibition curve with a large enough effect, not every such curve was filed as active; inconclusive = small, poorly fitted or top-dose-only effect, or another doubt; inactive = no such curve, though single readings can be large or run the other way;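 also: plate controls were no enzyme wells and a reference inhibitor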
Target sequence (P00352 whole entry, looked up): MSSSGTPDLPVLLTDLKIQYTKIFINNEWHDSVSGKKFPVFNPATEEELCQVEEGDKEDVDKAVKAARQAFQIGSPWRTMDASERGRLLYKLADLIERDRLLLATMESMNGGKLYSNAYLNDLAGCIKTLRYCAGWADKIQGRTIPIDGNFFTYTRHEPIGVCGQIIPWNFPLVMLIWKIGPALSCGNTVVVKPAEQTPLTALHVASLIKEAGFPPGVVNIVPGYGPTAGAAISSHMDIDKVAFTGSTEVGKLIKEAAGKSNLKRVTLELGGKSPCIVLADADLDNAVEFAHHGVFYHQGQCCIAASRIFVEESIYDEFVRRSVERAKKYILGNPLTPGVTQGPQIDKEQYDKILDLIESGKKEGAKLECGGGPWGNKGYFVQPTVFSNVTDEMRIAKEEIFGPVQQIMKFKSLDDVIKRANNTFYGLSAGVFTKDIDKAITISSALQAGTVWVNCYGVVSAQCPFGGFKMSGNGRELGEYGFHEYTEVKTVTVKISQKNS
GAA inhib – qHTS Assay for Inhibitors of Human alpha-Glucosidase as a Potential Chaperone Treatment of Pompe Disease; Lysosomal alpha-glucosidase (Homo sapiens), P10253; purified human GAA, 4-MU-alpha-glucoside fluorescence; Potency, µM (highest dose often 76.9 µM), for the others: at the top dose activity change, negative = inhibition, most hits filed as inhibitors; 200,000 compounds, 0.005% hits;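 also: plate controls were uninhibited enzyme wells for no effect and no-enzyme background for full effect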
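Enzyme (4 nM final) mixed with compound (up to 77 uM), then 4-MU-alpha-D-pyranoside (400 uM final) added; 20 min at room temperature, pH 5.0. Reaction stopped at pH 10, fluorescence read, AC50 derived by Hill fit.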
GLA spleen mod – qHTS Assay for Inhibitors and Activators of Human alpha-Galactosidase From Spleen Homogenate; human spleen homogenate, 4MU-alpha-Gal fluorescence, 40 min; Potency, µM (series often up to 80 µM), for inactives: top-dose activity change, negative = inhibition, most hits filed as inhibitors; Alpha-galactosidase A (Homo sapiens), P06280; 240,000 compounds, 0.008% hits;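 also: 0% = enzyme with vehicle and -100% = no enzyme basal signal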
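Spleen homogenate 1 ug + cpd (titration) + 4-MU-alpha-D-galactopyranoside 1 mM; 37C 40 min; 50 mM citrate/phosphate pH 5.0, 0.01% Tween-20; stop pH 10; fluorescence 365/440; AC50 via Hill.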
NPSR antag – qHTS Assay for Antagonists of the Neuropeptide S Receptor: cAMP Signal Transduction. Potency, µM (titrated, usually from 38.3 µM), inactives show at the top dose activity change, negative = inhibition, usual class: inhibitors. 220,000 compounds, 1% hits. CHO-NPSR cells, cAMP TR-FRET, antagonist mode; also: % is scaled to controls: 0 for no effect and ±100 for the full control effect; nearly all actives have a fitted effect of over 50% in size; many of its hits are not listed in these tables
Target sequence (Q6W5P4 whole entry, looked up): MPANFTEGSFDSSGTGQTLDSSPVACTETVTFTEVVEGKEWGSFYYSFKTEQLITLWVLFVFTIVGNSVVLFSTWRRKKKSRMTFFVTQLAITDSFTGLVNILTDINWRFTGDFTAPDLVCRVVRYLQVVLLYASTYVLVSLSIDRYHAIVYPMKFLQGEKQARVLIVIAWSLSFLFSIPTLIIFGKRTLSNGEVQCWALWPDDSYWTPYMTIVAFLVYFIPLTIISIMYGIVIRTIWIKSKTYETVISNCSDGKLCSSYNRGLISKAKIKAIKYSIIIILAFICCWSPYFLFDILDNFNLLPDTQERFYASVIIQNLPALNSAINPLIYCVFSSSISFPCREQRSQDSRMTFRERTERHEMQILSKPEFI
Tau fluor cs – Counterscreen qHTS for Inhibitors of Tau Fibril Formation, Fluorescence Polarization. tau K18 P301L (four-repeat tau fragment) Alexa594 fluorescence, heparin fibrillization. Potency, µM (series often up to 57.7 µM), inactives show at the highest dose activity change, negative = decrease. 280,000 compounds, 0.93% hits; also: % is scaled to controls: 0 for no effect and ±100 for the full control effect; nearly all actives have a fitted effect of over 55% in size
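Human K18 P301L tau (15 uM unlabeled plus 0.24 uM Alexa 594-labeled, final) in 100 mM sodium acetate pH 7 was mixed with compound and 20 uM heparin and incubated 6 hr at 37 C.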
GAA glycogen mod – qHTS Assay for Inhibitors and Activators of Human alpha-Glucosidase Cleavage of Glycogen | 300,000 compounds, 0.38% hits | Potency, µM (series often up to 76.4 µM), for inactives: top-dose activity change, negative = inhibition, most hits filed as inhibitors | Lysosomal alpha-glucosidase (Homo sapiens), P10253 | recombinant GAA, glycogen substrate, Amplex Red glucose oxidase fluorescence;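 also: 0% = full enzyme reaction and -100% = no-enzyme basal signal; the screen sought inhibitors and activators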
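Natural-substrate format: glycogen cleavage by 4 nM human enzyme, glucose read by Amplex Red coupling (Ex 573, Em 610 nm). Normalized to enzyme and no-enzyme controls.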
Epigenetic derep – Quantitative High-Throughput Screen for Regulators of Epigenetic Control; AID 1865, 2009; murine LDR cells, GFP reporter derepression, 30 h; Potency, µM (top dose mostly 53.9 µM), for the others: at the top dose GFP activation, most hits filed as activators; 280,000 compounds, 0.2% hits; also: % of control where 0% means no effect; nearly all actives have a fitted effect of over 60% in size
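Readout is the number of GFP-expressing murine LDR cells, counted by cytometry following washing. Cells were treated with compound for 30 h at 37 C; the stably integrated CMV-GFP locus is normally silent.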
aGlu spleen mod – qHTS Assay for Inhibitors and Activators of Human alpha-Glucosidase From Spleen Homogenate; Lysosomal alpha-glucosidase (Homo sapiens), P10253; human spleen homogenate, 4-MU-alpha-glucoside fluorescence; Potency, µM (doses to about 79.9 µM), for the others: at the highest dose activity change, negative = inhibition, most hits filed as inhibitors; 240,000 compounds, 0.006% hits; AID 2112, 2009;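 also: 0% = enzyme with vehicle and -100% = no enzyme basal signal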
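AC50 values come from Hill-equation fits of concentration-response data, normalized to no-enzyme and full-activity controls. Enzyme source: 1 ug human spleen homogenate; 1 mM fluorogenic 4-MU glucoside, pH 5.0 citrate buffer, 37 C, 40 min.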
* marks the source's active call; other numbers are inactive results; ? = inconclusive; . = no result given; [ ] = remark or other dose. Unless noted, calls follow the shape of the dose curve; as a rule, active = well fitted curve in the direction sought with a large enough effect; inconclusive = small, poorly fitted or top-dose-only effect, or another doubt; inactive = no such curve, though single readings can be large; an effect the other way counts as inactive or inconclusive. Potency is read from the fitted curve at half-maximal effect.

Fields – GLA spleen mod, NPSR antag, aGlu spleen mod, Tau fluor cs, GAA glycogen mod, ALDH1A1 block, Epigenetic derep, GAA inhib
COC(=O)c1cc(OC)c(OC)cc1NCC(=O)Nc1ccc(OC)c(OC)c1
    -8%, 15%, -9%, -21%, 3%, ?, 1.1%, 10%
Cn1c(NC(=O)/C=C\c2ccccc2)cc(=O)n(C)c1=O
    0%, -2%, -2%, -5%, 5%, ?, 2.6%, -1%
Cc1nn(-c2ccccc2)c(Cl)c1/C=N/Nc1ccc(Cl)c(C(=O)O)c1
    6%, -26%, -4%, -24%, ?, -9%, -3.0%, 1%
CCC1(CC)NC(=O)N(Cc2nc3ccccc3s2)C1=O
    -24%, 6%, -2%, -2%, 6%, -3%, -5.5%, 4%
CCn1ccc(C(=O)NC2=C(C#N)CCC2)n1
    1%, -1%[46.1 µM], -5%, -5%, 8%, ?, 6.4%, 4%
Cc1cc(C(=O)Nc2cccc([N+](=O)[O-])c2)c(C)o1
    1%, 7%, 5%, -22%, 14%, -15%, 0.1%, 3%
CCc1cccc(CC)c1NC(=S)NCCc1c(C)[nH]c2ccccc12
    -4%, -33%, 2%, ?, -16%, -8%, 0.0%, 0%[15.4 µM]
COc1ccc(N2C(=O)CC(N3CCN(c4nc5ccccc5s4)CC3)C2=O)cc1 (configuration not stated)
    -10%, -8%[46.1 µM], 0%, -9%, 1%, 25µM*, 1.0%, 0%
CC(=O)NC1C(=O)N=C(SC(C)C(=O)Nc2cccc(Cl)c2)NC1=O (configuration not stated)
    4%, 10%, 7%, -5%, -21%, 2%, 0.0%, 10%
CC1=C/C(=N\NC(=S)Nc2cccnc2)CC(C)(C)C1
    -5%, 1.3µM*, 1%, -1%, -23%, 12µM*, 6.3µM*, 6%
O=C(NC1CCCC1)C1CCN(S(=O)(=O)N2CCCCC2)CC1
    4%, -1%[46.1 µM], 2%, -8%, -7%, 3%, -2.7%, 3%
CC(C)c1ccc2c(c1)CC[C@H]1[C@](C)(CN)CCC[C@]21C
    -3%, ., -1%, -14%, ., -3%, 1.0%, .
O=C(CNCCO)NC12CC3CC(CC(C3)C1)C2
    5%, 8%[46.1 µM], 5%, -10%, 1%, -14%, -1.4%, 4%
CC(C)(C)[C@H]1C=C(C(=O)N2CCN(Cc3ccccc3)CC2)O[C@@H](OCc2ccc(CO)cc2)C1
    -2%, 51%, 0%, 5%, 3%, -3%, -0.7%, .
NS(=O)(=O)c1ccc(CNC(=O)C23CC4CC(CC(C4)C2)C3)cc1
    -18%, -14%[46.1 µM], -5%, 4%, 23%, ?, 0.1%, -15%
COc1ccc(-n2nc(C(=O)NCC(=O)NCC3CCCO3)c3ccccc3c2=O)c(OC)c1 (configuration not stated)
    2%, -1%[46.1 µM], 1%, ?, -3%, 13µM*, 0.0%, -28%
O=C(O)COc1cccc(NC(=O)c2ccccc2)c1
    -3%, -5%[46.1 µM], 2%, 0%, 3%, 11%, 0.7%, -4%
O=C(O)c1c2c(nc3ccc(Cl)cc13)CCC2
    0%, 9%, -1%, -8%, 3%, 3%, -1.3%, -1%
CS(=O)(=O)N(Cc1ccccc1F)c1ccccc1
    3%, -11%[46.1 µM], -7%, -4%, -5%, -1%, 4.7%, 1%
C/C(=N\NC(=O)c1ccc([N+](=O)[O-])c(C)c1)c1ccccc1Cl
    -18%, 12%, -2%, -10%, 1%, 1%, 0.1%, -4%
CC(NS(=O)(=O)c1ccccc1)C(c1cccs1)N1CCOCC1 (configuration not stated)
    -2%, 5%, 1%, -8%, -4%, ?, -4.3%, 6%
c1ccc(-c2cn(-c3ccccc3)c3ncnc(N4CCCCC4)c23)cc1
    2%, -47%, -5%, -7%, -16%, 10%, -3.3%, -5%
C/C(=N\Nc1ccc([N+](=O)[O-])cc1)c1cc2ccccc2o1
    -6%, -28%, -1%, 8.9µM*[quencher], -7%, 4%, 2.3%, 1%
CCNC(=O)c1ccccc1CCc1ccccc1
    5%, 1%, 4%, -8%, 5%, 0%, 8.8%, 2%
COc1cccc2c1C(=O)c1c(O)c3c(c(O)c1C2=O)C[C@@](O)(C(=O)CO)C[C@@H]3OC1C[C@@H](N)[C@H](O)[C@H](C)O1 (some centres not stated)
    -13%, ., 4%, 9%, ., -12%, 2.1%, .
CCOc1ccccc1Nc1nnc(SCC(=O)NC(=O)c2cccn2C)s1
    9%, 15%, 3%, -8%, 0%, ?, 0.0%, 6%
O=C(CCSCCC(=O)Nc1ccccc1F)Nc1ccccc1F
    21%, 0%, -15%, -9%, 3%, ?, -1.8%, ?
COc1ccc(C(=O)O)cc1F
    11%, 0%[46.1 µM], 7%, -17%, 0%, 8%, -4.2%, -13%[15.4 µM]
COc1ccc(/C=C(/C#N)C(=O)Nc2cccc(C)c2C)cc1C(=O)O
    -1%, -13%[46.1 µM], -9%, -8%, -15%, 7%, 0.0%, 2%
COc1ccc(CCNC(=O)Cc2cc(OC)c(OC)cc2[N+](=O)[O-])cc1OC
    3%, 2%[46.1 µM], -4%, -4%, 10%, -2%, -1.2%, -12%
Cc1ccc(C)c(NC(=S)N(Cc2ccco2)C(C)c2cccs2)c1 (configuration not stated)
    -3%, -58%, -3%, -19%, -6%, -3%, 0.4%, -4%
O=C(CN1C(=O)C2C3CCC(C3)C2C1=O)N1CCN(Cc2ccccc2)CC1 (configuration not stated)
    -7%, 13%, -6%, 2%, 14%, -5%, 0.5%, 10%
CCCc1nc2ccc([N+](=O)[O-])cc2[nH]1
    6%, 1%, 4%, 12%, -6%, -2%, -1.9%, 4%
COCCNc1nc2nonc2nc1N(C)Cc1cccc2cnccc12
    4%, -9%, -8%, 5%[2.34 µM], -7%, 5µM*, -1.1%, 9%
CC1=CCC2C(=O)N(c3ccc(S(N)(=O)=O)cc3)C(=O)C2C1 (configuration not stated)
    13%, 3%, 3%, 8%, 2%, ., -4.3%, .
COc1ccc(OCC(=O)NNc2nc3ccccc3s2)cc1
    8%, 8%, -10%, -18%, ?, ., 0.1%, .
On1nnc2cc(C(F)(F)F)ccc21
    1%, 9%, 4%, 9%, 2%, 7%, -1.5%, -22%
Cc1cc(C)c(C)c(S(=O)(=O)N2CCN(CC(=O)Nc3ccc([N+](=O)[O-])cc3)CC2)c1C
    5%, 1%, 0%, -6%, -2%, -4%, 0.9%, 3%
COc1ccc(-c2nc(CN3CCN(c4ncccn4)CC3)c(C)o2)cc1C
    -2%, -20%, 0%, -3%, -6%, 7%, -0.1%, -14%
CCOC(=O)N1CCN(C(=O)C(=O)NNC(=O)COc2ccc(Cl)cc2)CC1
    4%, -5%[46.1 µM], 0%, 1%, 13%, 9%, 0.0%, ?

Of the compounds above, three have two or more sulfur atoms:
Fields – GLA spleen mod, NPSR antag, aGlu spleen mod, Tau fluor cs, GAA glycogen mod, ALDH1A1 block, Epigenetic derep, GAA inhib
CC(NS(=O)(=O)c1ccccc1)C(c1cccs1)N1CCOCC1 (configuration not stated)
    -2%, 5%, 1%, -8%, -4%, ?, -4.3%, 6%
CCOc1ccccc1Nc1nnc(SCC(=O)NC(=O)c2cccn2C)s1
    9%, 15%, 3%, -8%, 0%, ?, 0.0%, 6%
Cc1ccc(C)c(NC(=S)N(Cc2ccco2)C(C)c2cccs2)c1 (configuration not stated)
    -3%, -58%, -3%, -19%, -6%, -3%, 0.4%, -4%

Continuation.
Fields – GLA spleen mod, NPSR antag, aGlu spleen mod, Tau fluor cs, GAA glycogen mod, ALDH1A1 block, Epigenetic derep, GAA inhib
CCOc1cc(NC(=S)NCC2CCCO2)c(OCC)cc1NC(=O)c1ccc(C)cc1 (configuration not stated)
    6%, -17%, -2%, -22%, -6%, ?, 0.0%, 4%
CCOC(=O)CCP(=O)(O)C(O)c1ccccc1 (configuration not stated)
    -8%, -2%[46.1 µM], -7%, -1%, 4%, 14%, -1.4%, -4%
CCOCCn1c(CN2CCN(c3ccc(F)cc3)CC2)nc2c1c(=O)n(C)c(=O)n2C
    -3%, -13%[46.1 µM], 0%, -2%, -2%, ?, 2.4%, -2%
C=C(C(C)=O)C(O)c1ccc(C(F)(F)F)cc1 (configuration not stated)
    4%, ., -3%, -4%, ., 1%, 4.6%, .
O=C(COC(=O)Cc1ccc(Br)cc1)NC1CCCCCC1
    -9%, -1%, -16%, -9%, 2%, -5%, 1.7%, -5%
Cc1nnc(SCc2cc(=O)[nH]c(=S)[nH]2)s1
    1%, 4%, 1%, 0%, -7%, 13µM*, 4.8%, ?
COC(=O)C/C=C\[C@H](C)[C@@H](OCc1ccccc1Br)C(C)C
    5%[17.5 µM], ., -7%[17.4 µM], -7%[11.6 µM], ., 1%[13.5 µM], 1.1%[10.1 µM], .
COc1ccc(-c2nc3ccccc3c(=O)n2-c2c(C)n(C)n(-c3ccccc3)c2=O)cc1
    5%, 22%, 2%, -2%, 2%, ., 1.3%, .
CCN1CCN(C(c2cccs2)C(C)NS(=O)(=O)c2ccc(C)cc2)CC1 (configuration not stated)
    2%, -4%, -4%, -2%, 3%, 7%, 1.3%, 5%
O=C(NCCN=C1NS(=O)(=O)c2ccccc21)c1ccc2nccnc2c1
    -2%, -8%[46.1 µM], 1%, -6%, 11%, -1%, -1.7%, 1%
CCOC(=O)c1cc(/C(C)=N/OC(=O)c2ccc(C(C)(C)C)cc2)on1
    -27%, -14%, 1%, -2%, 7%, 6%, 2.0%, 2%[15.4 µM]
CCCNS(=O)(=O)c1ccc(N2CCCC2=O)c([N+](=O)[O-])c1
    3%, 11%, 4%, 1%, -4%, -6%, -1.1%, -4%
N/C(=N\OC(=O)CCC(=O)O)c1ncc(C(F)(F)F)cc1Cl
    5%, 3%, ., -1%, -12%, 3%, 0.8%, -12%

Screening data deposited in PubChem by National Center for Advancing Translational Sciences (NCATS).

An excerpt. The share of hits here may be higher or lower than overall.
